sdo1 growth = growth rescue of sdo1-depleted yeast, primary screen, S. cerevisiae, bone marrow failure model; z-score at 10 µM; S. cerevisiae sdo1-depleted JHY4D growth rescue, OD600 30 h; stronger effect = higher value; pdr5 snq2 efflux-pump mutant strain; actives 0.21% (n = 140,000); AID 817, 2007;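 active = z-score above 3 at both the 24 hr and the 30 hr optical density reads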;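 also: z-score against mean and SD of all compound wells on the same plate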
INS promoter inh = inhibitors of insulin promoter-driven GFP, primary screen, imaging, TRM-6 cells (human fetal islet line), eGFP reporter, cell count; inhibition, % at 2 µM; reporter expression induced with tamoxifen; actives 0.9% (n = 130,000);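 active = inhibition above the mean plus 3 SD, with well images judged a real hit on visual review, cut at about 60% in these data, passing the limit was not always enough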
sdo1 growth Rescue 24 h = further read-out of sdo1 growth, marked with its call; z-score; S. cerevisiae sdo1-depleted JHY4D growth rescue, OD600; measured here: growth rescue at 24 h;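 0 is the plate mean of compound wells and units are plate SD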
* = called active by the depositor; i = inactive; / = not tested or not shown.

SMILES	sdo1 growth	sdo1 growth Rescue 24 h	INS promoter inh
COc1cc(C)nc(N2CCCC(C(=O)Nc3cccc(Cl)c3Cl)C2)n1 (stereo not drawn)	-2.7	-1.9	-30
O=C(Nc1ccccc1)N(CCc1nc2ccccc2[nH]1)C1CCCC1	0.6	-0.24	3
CCN(c1ccc(NC(=O)COC(=O)CCc2cc(OC)c(OC)c(OC)c2)cc1)C(C)C	/	/	-24
COc1ccccc1CNC(=O)C(NC(=O)c1ccc(C)cc1)C(C)C (stereo not drawn)	/	/	21
CCn1cnc2sc(C(=O)O)c(C)c2c1=O	0.37	0.06	5
Cc1nnc2sc(SCC(=O)Nc3ccc(Cl)cc3)nn2c1=O	/	/	17
COCCCn1cnc2c(c1=O)c1nc3ccccc3nc1n2CCc1ccccc1	-1.6	-1.4	/
Cc1ccc(-n2nc3c(c2NC(=O)c2cccs2)CSC3)cc1	0.61	0.97	42
COc1ccc(/C=N/NC(=O)c2ccoc2C)cc1O	0.47	0.05	15
CC(C)(Oc1cccc2ccccc12)C(=O)O	0.87	0.19	38
O=S(=O)(c1ccccc1)c1cnn2c(C(F)(F)F)cc(-c3ccc(F)cc3)nc12	-0.95	-0.39	17
CCOC(=O)C1=C(C)N(CCCC(=O)O)C(=O)NC1c1ccc([N+](=O)[O-])cc1 (stereo not drawn)	-0.36	0.49	-50
CCn1c2ccccc2c2cc(/C=N/NC(=O)c3ccc(O)cc3)ccc21	0.48	0.94	-35
CCN(CC)CC(C(=O)N(CC)CC)P(=O)(c1ccccc1)c1ccccc1 (stereo not drawn)	-0.68	-0.97	35
O=C(CN(C1CCCCC1)S(=O)(=O)c1ccccc1)N1CCCC1	-0.92	-1.4	12
CO/N=C/c1ccc(N2CCCC2)c([N+](=O)[O-])c1	/	/	36
O=C(Nc1ccccc1Cl)OCc1cncs1	/	/	67*
CC(C)(C)OC(=O)N[C@@H](Cc1c[nH]c2ccccc12)c1nnc(SCC(N)=O)o1	1.7	2.1	0
Cn1c(SCc2cccc3ccccc23)nnc1-c1ccco1	-0.53	-0.19	62
O=C(c1ccc(Br)o1)N(c1ccccn1)C1CCCCC1	-0.65	-0.69	-33
Cc1ccc(CNC(=O)c2c(C)cc(=O)oc2C)cc1	0.3	0.01	42
CCc1cccc(NC(=O)Cn2cccc2)c1	-1.1	-0.79	/
COC(=O)C1Sc2[nH]c(=O)sc2C2c3ccccc3OC(=O)C12 (stereo not drawn)	0.6	1.2	-19
CCN1CCN(C(=O)c2nn(-c3ccccc3)c(=O)c3ccccc23)CC1	2	1.7	38
Cc1cc(-c2n[nH]c(=S)n2Cc2ccco2)nn1C	0.14	-0.83	23
COc1ccccc1-c1nc(S(=O)(=O)c2ccc(Cl)cc2)c(N(C)C)o1	0.16	-0.26	-471
Cc1ccc(C)c(S(=O)(=O)Nc2cc(SCC(=O)O)c(O)c3ccccc23)c1	0.12	-0.21	56
Cc1cc(C)cc(N(C(=O)C2CCCC2)C2C=CS(=O)(=O)C2)c1 (stereo not drawn)	-0.66	-1	/
COc1cc(C(=S)N2CCOCC2)ccc1OC(=O)Cc1ccc(F)cc1	-0.77	-0.86	31
Nc1nc2ccccc2n1CCOc1ccccc1Cl	-1.3	-1.1	/
CC(NC(N)=O)C12CC3CC(CC(C3)C1)C2 (stereo not drawn)	0.7	0.28	32
CC(=O)c1c(C)[nH]c(C(=O)Nc2ccc3c(c2)OCCO3)c1C	0.01	0.03	-67
CCSc1nnc(NC(=O)c2csc3c2CCCC3)s1	0.83	0.89	-118
CC(C)C(c1nnnn1Cc1ccc2c(c1)OCO2)N1CCN(c2ccccc2)CC1 (stereo not drawn)	-1.1	-0.85	/
CNC(=O)C1CC(=O)N(Cc2ccc(OC)c(OC)c2)C(=Nc2ccc(OC)cc2)S1 (stereo not drawn)	-0.05	-0.8	14
NC(=O)NC(Cc1ccccc1)c1ccccc1 (stereo not drawn)	-0.5	-1.2	19
CC(=O)N(C)c1ccc(OCC(O)Cn2c3ccc(Cl)cc3c3cc(Cl)ccc32)cc1 (stereo not drawn)	-1.9	-1.1	-4
COc1ccc(OC)c(NC(=O)c2nnn(Cc3ccccc3C)c2N)c1	-1.5	-1	51
C#CCOCCOCCOCCNc1nc(N2CCN(C(=O)[C@H](C)n3cc(CCCN=C(N)N)nn3)CC2)nc(N2CCN(C(=O)[C@H](CCCCN)n3cc(CCCC)nn3)CC2)n1	0.08	-0.87	57
COc1cccc(-n2c(SCC(=O)Nc3ccc4c(c3)CCC4)nc3ccccc3c2=O)c1	-0.05	0.29	/
COC(CNC(=O)c1ccc2c(c1)ncn2-c1cccc(F)c1)OC	/	/	-14
CCCCn1c(/N=C/c2cc(OC)ccc2O)nc2ccccc21	-0.76	-0.33	/
N#C/C(=C\C1=C(N2CCOCC2)C(=C\c2ccc(Cl)cc2)/CC1)C(=O)Nc1ccccc1F	-0.17	2.9	i
c1ccc(Oc2ccc(-c3ccnc4ncnn34)cc2)cc1	/	/	-397
COc1ccc(CC(=O)Nc2ccc3nc(C)sc3c2)cc1OC	0.64	0.66	/
CCOC(=O)c1c(CN2CCCCC2)oc2ccc(O)cc12	-0.2	-0.48	-9
NC1=NC(=O)/C(=C/c2ccccc2OS(=O)(=O)c2ccccc2)S1	-0.45	0.37	27
CCOn1c(=O)c(-c2ccc(OC)c(OC)c2)[n+]([O-])c2ccccc21	0.65	-0.38	-37

In the list so far, these contain a Cl atom:
SMILES	sdo1 growth	sdo1 growth Rescue 24 h	INS promoter inh
COc1cc(C)nc(N2CCCC(C(=O)Nc3cccc(Cl)c3Cl)C2)n1 (stereo not drawn)	-2.7	-1.9	-30
Cc1nnc2sc(SCC(=O)Nc3ccc(Cl)cc3)nn2c1=O	/	/	17
O=C(Nc1ccccc1Cl)OCc1cncs1	/	/	67*
COc1ccccc1-c1nc(S(=O)(=O)c2ccc(Cl)cc2)c(N(C)C)o1	0.16	-0.26	-471
Nc1nc2ccccc2n1CCOc1ccccc1Cl	-1.3	-1.1	/
CC(=O)N(C)c1ccc(OCC(O)Cn2c3ccc(Cl)cc3c3cc(Cl)ccc32)cc1 (stereo not drawn)	-1.9	-1.1	-4
N#C/C(=C\C1=C(N2CCOCC2)C(=C\c2ccc(Cl)cc2)/CC1)C(=O)Nc1ccccc1F	-0.17	2.9	i

(cont.)
SMILES	sdo1 growth	sdo1 growth Rescue 24 h	INS promoter inh
O=C(C(=O)N1CCc2ccccc2C1)N1CCc2ccccc2C1	0.28	0.19	10
Cc1cc(N2CCC(C)CC2)nc2cccc(O)c12	0.94	0.5	/
COc1ccc(CCNC(=O)CSc2nc(O)c(CC(C)C)c(=O)[nH]2)cc1OC	0.3	0.11	27
COc1cc(SC)ccc1C(=O)NCCOc1ccc(F)cc1	-1.4	0.07	-8
Cc1ccccc1NC(=O)CSc1nc2n(n1)CCCCC2	-0.14	-0.31	4
Cc1csc(SCC(=O)NC(=O)NC(C)C)n1	/	/	27
CCn1cc2c(c1-c1cccc(C)c1)c(=O)n(C)c(=O)n2C	0.18	0.1	19
Cc1ccc(OCC(=O)N2CCN(c3nnc(-c4ccccc4)c4ccccc34)CC2)cc1	-1.4	-0.78	10
COc1ccc(OC)c(-n2nnnc2SCC(=O)O)c1	0.57	0.5	6
O=C(c1ccc(-c2nnc(Nc3ccccc3)c3ccccc23)cc1)N1C[C@H]2C[C@H](C1)c1cccc(=O)n1C2	-0.53	-0.79	18
CCOC(=O)c1[nH]c2ccccc2c1NC(=O)c1ccc(Br)o1	-1.6	-0.59	-43
COCCNC(=O)c1ccccc1NC(=O)c1ccccc1N(C)S(=O)(=O)c1ccccc1	0.67	0.03	-17
Cc1ccc(/C=C/C(=O)Nc2ncc(C)s2)o1	0.66	0.95	/
O=C(OCn1nnc2ccccc2c1=O)c1cccs1	-0.27	-0.99	-14
O=C(Nc1cccc([N+](=O)[O-])c1)c1ccc(-c2ccccc2)cc1	-0.34	-0.2	-7
CCOc1cc(CNCCc2ccc(S(N)(=O)=O)cc2)ccc1OCC(=O)NC1CCCCC1	0.31	-0.05	-29
O=C(Nc1nnc(COc2ccc(Cl)cc2)s1)c1ccc([N+](=O)[O-])cc1	1.2	2.1	50
Cc1cccc(Nc2n[nH]c(C)c2[N+](=O)[O-])c1	-0.58	-0.86	14
O=C(c1cc(N2C(=O)C3C4CCC(C4)C3C2=O)ccc1Cl)N1CCN(c2ccccc2F)CC1 (stereo not drawn)	-0.49	-0.59	-27
Cc1ccc(Cn2nc(-c3ccccc3)nc2-c2ccccc2)cc1	-1.5	-0.95	32
c1ccc(-c2nnc3sc(CN4CCC5(CC4)OCCO5)cn23)cc1	-0.37	-0.34	/
O=C(CN(Cc1ccccc1F)S(=O)(=O)c1ccc(Cl)cc1)NCCC1=CCCCC1	-1	0.21	-47
COc1ccc(S(=O)(=O)N2CCCCC2)cc1Br	0.02	-0.44	31
O=C(C=C1CCN(c2ncc(C(F)(F)F)cc2Cl)CC1)NNC(=O)Nc1ccc(Cl)cc1	0.06	0.47	-17
CC(=O)Oc1c(C(=O)c2nnc(C)o2)c(=O)n(Cc2ccccc2)c2ccccc12	1.1	0.37	11
Cc1ccc(-c2nc(CSCC(=O)NCCCN3CCOCC3)c(C)o2)cc1	-0.5	-1	/
CN(C)/C=C(\C#N)C(=O)N/N=C/c1ccc(Cl)cc1	/	/	9
COC(=O)C1CCN(C(=O)Cc2ccc(OC)c(OC)c2)CC1	0.02	0.3	10
CCn1c(CSc2nc3ccccc3[nH]2)n[nH]c1=S	-0.03	0.07	-8
O=C(Nc1ccc(F)cc1)c1ccc(COc2ccccc2)cc1	-0.37	-1	23
Cn1c(=O)c(=O)n(C)c2cc(S(=O)(=O)N3CCN(c4ccc(F)cc4)CC3)ccc21	1.3	1.3	17
O=C(CSc1nnc(Cc2cc(=O)[nH]c(=O)[nH]2)n1-c1ccccc1)N1CCCCC1	0.86	0.52	/
CCOc1ccc(NC(=O)c2sc(N3CCOCC3)nc2-c2ccccc2)cc1	-0.85	-0.18	6
COc1cc2c3c(c1OC)C1(C=CC(=NNC(N)=O)C=C1)CC3N(C(C)=O)CC2 (stereo not drawn)	0.67	-0.75	4
CC(=O)NNC(=S)Nc1cc(S(=O)(=O)N(C)C)ccc1C	-0.6	-2.2	24
Cc1ccc(-c2cc(C(=O)NCc3ccco3)c3ccccc3n2)s1	-0.27	0.32	/

3 of the entries above in order of their number in INS promoter inh, highest first:
SMILES	sdo1 growth	sdo1 growth Rescue 24 h	INS promoter inh
CC(=O)NNC(=S)Nc1cc(S(=O)(=O)N(C)C)ccc1C	-0.6	-2.2	24
O=C(Nc1ccc(F)cc1)c1ccc(COc2ccccc2)cc1	-0.37	-1	23
CCOc1ccc(NC(=O)c2sc(N3CCOCC3)nc2-c2ccccc2)cc1	-0.85	-0.18	6

Next structures:
SMILES	sdo1 growth	sdo1 growth Rescue 24 h	INS promoter inh
COc1ccc(C(=O)NC(=S)NCc2ccccc2)cc1OC	/	/	-10
Cc1ccc(-n2c(SCC(=O)Nc3ccc4c(c3)OCCO4)nnc2-c2ccco2)cc1	-0.16	-0.04	18
Cc1ccc(-c2nnc(SCC(C)C)n2C)cc1	0.38	0.56	26
COc1ccc(/C=C/C(=O)NCCOc2ccc(C)cc2)cc1	-0.99	-1.7	7
CCOCCCN1C(=O)CN(C2CCCCC2)C(=O)C1c1ccc(OCC)c(OC)c1 (stereo not drawn)	0.18	-0.59	-3
O=C(CC12CC3CC(CC(C3)C1)C2)NCCN1CCOCC1	0.72	0.74	13
NC(=O)C(CC(=O)O)NC(=O)[C@@H]1CCOc2c(I)cc([N+](=O)[O-])cc2C(=O)N[C@@H](CCC(=O)O)C(=O)N[C@@H](CO)C(=O)N1 (stereo partly drawn)	0.99	0.77	45
CC(NC(=O)COC(=O)c1cc(NS(=O)(=O)c2ccc(Cl)c([N+](=O)[O-])c2)ccc1O)C1CC2CCC1C2 (stereo not drawn)	0.2	0.2	-83
O=C1CCCC2=C1C1(O)C(=O)c3ccccc3C1(O)O2 (stereo not drawn)	0.8	-0.62	/
CCn1c(SCC(=O)O)nc2ccccc21	/	/	0
Cc1ccc2[nH]c(=O)c(C(c3nnnn3C(C)(C)C)N3CCN(C(=O)c4ccco4)CC3)cc2c1 (stereo not drawn)	0.25	-0.76	40
Cc1cccc(NC(=O)[C@H](Cc2ccccc2)NC(=O)OCc2ccccc2)c1	-0.27	0.94	-27

Profiles, quoted from the list. Screens in order: sdo1 growth	sdo1 growth Rescue 24 h	INS promoter inh
`COc1ccc(/C=C/C(=O)NCCOc2ccc(C)cc2)cc1` reads -0.99	-1.7	7
`Cc1ccc2[nH]c(=O)c(C(c3nnnn3C(C)(C)C)N3CCN(C(=O)c4ccco4)CC3)cc2c1` (stereo not drawn) reads 0.25	-0.76	40
`Cc1cccc(NC(=O)[C@H](Cc2ccccc2)NC(=O)OCc2ccccc2)c1` reads -0.27	0.94	-27
`NC(=O)C(CC(=O)O)NC(=O)[C@@H]1CCOc2c(I)cc([N+](=O)[O-])cc2C(=O)N[C@@H](CCC(=O)O)C(=O)N[C@@H](CO)C(=O)N1` (stereo partly drawn) reads 0.99	0.77	45

Continued:
SMILES	sdo1 growth	sdo1 growth Rescue 24 h	INS promoter inh
N#CC1=C(SCc2ccccc2)NC(=O)CC1c1ccco1 (stereo not drawn)	0.45	0.03	/
CC1(C)CC(=O)c2c(oc3cc(O)c(O)cc23)C1	0.24	-0.15	24
Cc1ccc(OCc2nnc(SCC(=O)Nc3ccc4c(c3)OCO4)n2C)cc1	0.29	-0.02	16
O=C(Nc1cccc(S(=O)(=O)Nc2ccccc2F)c1)c1ccc2ccccc2n1	/	/	-39
Cc1ccc(CNC(=O)C2CC(c3ccccc3[N+](=O)[O-])=NO2)o1 (stereo not drawn)	0.35	0.18	0
O=c1[nH]c2cc3c(cc2cc1C(c1nnnn1CC1CCCO1)N1CCCCCC1)OCCO3 (stereo not drawn)	0.62	0.92	-25
Cc1cc(C)n2nc(SCC(=O)c3ccccc3)nc2n1	0	-0.56	34

Screening data (PubChem BioAssay)
